# Pol beta inh: blocks human DNA polymerase beta activity | P06746 | Pol beta primer extension/strand displacement, fluorescence kinetic | Potency, µM (top dose mostly 114 µM), without a hit: top-dose activity change, negative = inhibition, most hits filed as inhibitors | 340,000 tested, 1.3% active | AID 485314; also: potency is read from the fitted curve at half-maximal effect; % is scaled to controls: 0 for no effect and ±100 for the full control effect
#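 Enzyme-only controls used 10 nM Pol beta; buffer lacking enzyme served as negative control. Compound preincubated 15 min, then 50 nM substrate added; 0 and 10 min reads at room temperature.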
# APEX1 inh: inhibitors of human APE1 endonuclease; P27695; recombinant APE1, TAMRA/BHQ-2 abasic DNA cleavage fluorescence; Potency, µM (series often up to 65.8 µM), inactives show top-dose activity change, negative = inhibition, usual class: inhibitors; 350,000 tested, 0.35% active;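 also: potency is read from the fitted curve at half-maximal effect; plate controls were vehicle for no effect and reference inhibitor for full effect; nearly all actives have a fitted effect of over 55% in size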
#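 Measures dequenching upon AP-site incision of a 5'-TAMRA/3'-BHQ-2 THF-containing duplex, 50 nM; human APE1 0.75 nM after 15 min room-temperature exposure to compound; kinetic three-point read at one-minute spacing.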
# POLI inh: blocks human DNA polymerase iota activity. Pol iota fluorescent replication assay, 10 min. Potency, µM (doses to about 115 µM), without a hit: top-dose activity, negative = inhibition, usual class: inhibitors. 390,000 tested, 1% active. AID 588590; also: potency is read from the fitted curve at half-maximal effect
#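 Pol iota at 10 nM preincubated 15 min with compounds at room temperature; reaction started with fluorescent substrate, 50 nM final. Fluorescence read kinetically at 0 and 10 min; buffer-only wells as negative control.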
# Tb PGK inh: inhibitors of T. brucei phosphoglycerate kinase | PGK/GAPDH coupled, Kinase-Glo luminescence, 60 min | P07378 | AID 602233 | Potency, µM (series often up to 57.5 µM), for the others: top-dose activity change, negative = inhibition, actives largely listed as inhibitors | 380,000 tested, 0.043% active; also: potency is read from the fitted curve at half-maximal effect; % is scaled to controls: 0 for no effect and ±100 for the full control effect; nearly all actives have a fitted effect of over 60% in size
#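 Luminescent ATP detection (Kinase-Glo Plus) follows a 60-minute room-temperature incubation, with wells lacking PGK as controls. Buffer: 100 mM TEA (pH 7.6), 5 mM MgCl2, 0.01% Tween-20. Coupling enzyme GAPDH (100 nM final) supplies unstable 1,3-BPG in-well.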
# RXFP1 antag: antagonists of human relaxin receptor RXFP1 | HEK293-RXFP1, relaxin-stimulated cAMP HTRF, 30 min; hits give low values | 350,000 tested, 0.59% active | Q9HBX9 | activity change, negative = inhibition, % at 57.5 µM | AID 1259400;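 active = activity change of -60% or lower, but not beyond a set lower limit; inconclusive = change between -60% and -40%, or beyond the set limit; inactive = change above -40%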; also: % is scaled to controls: 0 for no effect and ±100 for the full control effect
# Target sequence (Q9HBX9 whole entry, looked up): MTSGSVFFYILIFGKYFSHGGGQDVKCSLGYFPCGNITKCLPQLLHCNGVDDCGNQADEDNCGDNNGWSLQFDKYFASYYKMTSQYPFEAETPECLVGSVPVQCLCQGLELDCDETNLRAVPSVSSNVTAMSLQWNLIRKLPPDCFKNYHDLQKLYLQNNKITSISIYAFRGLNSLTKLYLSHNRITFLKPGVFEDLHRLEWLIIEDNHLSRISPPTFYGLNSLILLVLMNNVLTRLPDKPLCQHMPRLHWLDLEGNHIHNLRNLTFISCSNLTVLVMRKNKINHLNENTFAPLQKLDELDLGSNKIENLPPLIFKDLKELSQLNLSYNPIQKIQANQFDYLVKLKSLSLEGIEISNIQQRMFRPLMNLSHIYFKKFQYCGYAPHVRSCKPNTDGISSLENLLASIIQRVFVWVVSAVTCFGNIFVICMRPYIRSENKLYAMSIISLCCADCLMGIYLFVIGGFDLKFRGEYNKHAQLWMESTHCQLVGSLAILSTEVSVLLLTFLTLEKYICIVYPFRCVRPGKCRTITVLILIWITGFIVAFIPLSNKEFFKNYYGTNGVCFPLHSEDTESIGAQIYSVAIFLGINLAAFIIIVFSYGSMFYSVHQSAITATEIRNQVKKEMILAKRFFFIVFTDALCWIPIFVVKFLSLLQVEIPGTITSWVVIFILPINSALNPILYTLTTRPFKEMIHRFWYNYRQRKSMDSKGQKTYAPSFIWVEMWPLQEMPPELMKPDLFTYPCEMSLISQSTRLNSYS
# Anesthetic bind: candidate novel general anesthetic via apoferritin binding. apoferritin/1-aminoanthracene competitive binding, fluorescence. P02791. 350,000 tested, 0.074% active. Potency, µM (top dose mostly 77.5 µM), inactives show at the top dose activity change, negative = displacement, hits mostly inhibitors; also: potency is read from the fitted curve at half-maximal effect; % is scaled to controls: 0 for no effect and ±100 for the full control effect; nearly all actives have a fitted effect of over 20% in size
# Target sequence (P02791 2-175 limits assumed): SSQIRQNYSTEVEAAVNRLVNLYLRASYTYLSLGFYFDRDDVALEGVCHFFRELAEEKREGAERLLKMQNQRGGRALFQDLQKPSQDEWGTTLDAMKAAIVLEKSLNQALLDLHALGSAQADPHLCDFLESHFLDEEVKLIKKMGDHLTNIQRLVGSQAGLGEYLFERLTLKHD
#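 10 uM apoferritin + 50% sat. 1-AMA, PBS; cpd 10 min RT; Ex380/Em535 endpoint; normalized to free probe vs complex; 4-param Hill fit; propofol titration as pos. ctrl.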
# BLM inh: inhibitors of human Bloom syndrome helicase BLM | AID 2528 | 350,000 tested, 0.2% active | Potency, µM (top dose mostly 56.1 µM), for inactives: at the top dose activity change, negative = inhibition, most hits filed as inhibitors | recombinant BLM DNA unwinding, fluorescence dequenching;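 also: potency is read from the fitted curve at half-maximal effect; plate controls were vehicle for no effect and no enzyme for full effect; nearly all actives have a fitted effect of over 35% in size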
# POLK inh: DNA polymerase kappa (human) inhibition | Q9UBT6 | Potency, µM (titrated, usually from 107 µM), for the others: top-dose activity, negative = inhibition, most hits filed as inhibitors | 400,000 tested, 0.53% active | AID 588579 | purified Pol kappa, fluorescent DNA synthesis assay, 10 min; also: potency is read from the fitted curve at half-maximal effect; % is scaled to controls: 0 for no effect and ±100 for the full control effect
#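 First, compounds were pin-transferred onto 10 nM Pol kappa. After 15 min at room temperature, substrate was added to 50 nM final. Fluorescence was then measured kinetically at 0 and 10 min.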
# POLH inh: blocks human DNA polymerase eta activity; recombinant Pol eta, fluorescent DNA replication assay; Potency, µM (series often up to 114 µM), inactives show top-dose activity change, negative = inhibition, hits mostly inhibitors; 390,000 tested, 1.2% active; also: potency is read from the fitted curve at half-maximal effect; % is scaled to controls: 0 for no effect and ±100 for the full control effect
#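 Pol eta at 10 nM preincubated with compounds 15 min at room temperature; reaction started with fluorescent substrate (50 nM final) and read kinetically at 0 and 10 min.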
# * hit, by the source's call; i = inactive; u = inconclusive; x = not tested or not shown; [ ] = another dose, or the depositor's remark. Unless noted, calls follow the shape of the dose curve; as a rule, active = well fitted curve in the direction sought with a large enough effect; inconclusive = small, poorly fitted or top-dose-only effect, or another doubt; inactive = no such curve, though single readings can be large; an effect the other way counts as inactive or inconclusive. An excerpt; count on the stated rates, not on these rows.
SMILES,Pol beta inh,APEX1 inh,POLI inh,Tb PGK inh,RXFP1 antag,Anesthetic bind,BLM inh,POLK inh,POLH inh
CS(=O)(=O)Cc1ccc(C(=O)N(CCc2ccccc2)Cc2ccccc2)cc1,2%,26%,8%,-7%,7,-10%,-4%,-3%,3%
Cc1cccc2cc(CNC3CCCC3)c(Cl)nc12,21%,1%,55%[activator],-6%,-4,-8%,2%,-2%,-10%
O=C(CN1CCOCC1)Nc1nc(-c2ccc3c(c2)CCN3S(=O)(=O)c2ccccc2)cs1,6%,-6%,47%[activator],4%,-9,-5%,-12%,-12%,-26%
CCC(=O)Nc1ccc(-n2nnnc2SCC(=O)NNC(=O)c2ccco2)cc1,20%,-2%,-20%,-7%,-3,4%,-3%,-9%,39%[activator]
O=C(CSc1nnc(CNC(=O)c2ccccc2)o1)NCc1ccco1,0%,-30%,-22%,-2%,3,-5%,-5%,-11%,8%
COc1ccc2c(c1)C1(Nc3ccccc3C(=O)N1c1ccccc1)C(=O)N2 (stereo not given),3%,2%,14%,9%,4,-7%,0%,-2%,-16%
Fc1ccc(-c2nc3ccncc3[nH]2)cc1,26%,0%,13%,-8%,-11,-6%,1%,2%,-5%
CCOC(=O)N1CCN(C(=O)c2cc3c(=O)n4cccc(C)c4nc3s2)CC1,-16%,16%,61%[activator],-1%,4,2%,3%,-8%,-14%
O=C(O)CCCC(=O)Nc1ccn(-c2ccccc2)n1,21%,13%,-7%,-7%,8,-13%,1%,-10%,5%
COc1ccc(N2CCN(Cc3nc(Cc4cccc(F)c4)no3)C(C)C2)cc1 (stereo not given),43%,14%,-3%,-5%,4,-17%,-5%,-14%,-19%

# One compound at a time (already shown):
# O=C(O)CCCC(=O)Nc1ccn(-c2ccccc2)n1 is entered as Pol beta inh = 21%; APEX1 inh = 13%; POLI inh = -7%; Tb PGK inh = -7%; RXFP1 antag = 8; Anesthetic bind = -13%; BLM inh = 1%; POLK inh = -10%; POLH inh = 5%
# Cc1cccc2cc(CNC3CCCC3)c(Cl)nc12 is entered as Pol beta inh = 21%; APEX1 inh = 1%; POLI inh = 55%[activator]; Tb PGK inh = -6%; RXFP1 antag = -4; Anesthetic bind = -8%; BLM inh = 2%; POLK inh = -2%; POLH inh = -10%
# CCC(=O)Nc1ccc(-n2nnnc2SCC(=O)NNC(=O)c2ccco2)cc1 is entered as Pol beta inh = 20%; APEX1 inh = -2%; POLI inh = -20%; Tb PGK inh = -7%; RXFP1 antag = -3; Anesthetic bind = 4%; BLM inh = -3%; POLK inh = -9%; POLH inh = 39%[activator]

# Continuation.
SMILES,Pol beta inh,APEX1 inh,POLI inh,Tb PGK inh,RXFP1 antag,Anesthetic bind,BLM inh,POLK inh,POLH inh
CC(C)(C)C1CCc2c(C(=O)NNC(=O)/C=C/C(=O)O)csc2C1 (stereo not given),8%,1%,-3%,-3%,-4,u,-5%,-5%,-21%
CN(C)c1ccc(CNC(=O)C2CCN(S(=O)(=O)c3ccc4c(ccn4C)c3)CC2)cc1,-2%,x,10%,9%,-5,-10%,1%,-12%[60.1 µM],-18%
Cn1cnc2c1c(=O)[nH]c(=O)n2Cc1ccccc1,77%,5%,4%,-2%,-5,-7%,-4%,3%,4%
COc1ccccc1-n1c(SC)nc(O)cc1=O,4%,3%,-1%,i,x,-6%,0%,-11%,-20%
CCCCCCn1c(-c2ccco2)nc2oc3cc(OC)ccc3c(=O)c2c1=O,u,-4%,u,-7%,-19,-6%,-1%,u,u
Cc1ccc(S(=O)(=O)N(CC(O)CN2C(=O)NC(C)(C)C2=O)c2cccc(C)c2)cc1 (stereo not given),0%,1%,21%,0%,0,-2%,0%,0%,-1%
CC(C)(C)c1ccc(-n2ncc3c2CCCC3NC(=O)C2=NNC(=O)CC2)cc1 (stereo not given),7%,12%,26%,5%,1,u,-6%,-3%,-8%
O=C(Cn1c(=O)n(-c2cccc(Cl)c2)c(=O)n1CC(=O)N1CCCCC1)N1CCCCC1,-1%,-1%,6%,-3%,-6,5%,0%,1%,-12%
CC1CCN(C(=O)C2CCC(CNc3c(N4CCCCC4)c(=O)c3=O)CC2)CC1 (stereo not given),11%,u,7%,-8%,7,35%[activator],1%,0%,-5%
COC(=O)C/C(C)=N/Nc1ccc(S(=O)(=O)N2CCCC2)cc1[N+](=O)[O-],2%,15%,26%,-3%,9,-12%,3%,10%,-17%
CC1CCC/C(=N\NC(=S)NCc2ccccc2)C1 (stereo not given),43%,13%,-10%,-5%,14,u,-4%,-12%,6%
CCOC(=O)c1c(C)nc2c(C)cccn12,1%,3%,11%,7%,7,-10%,-9%,5%,-8%
N/C(CC(=O)Nc1ccc(F)c(Cl)c1)=N\OC(=O)c1cccs1,-13%,-4%,1%[58.9 µM],11%,-10,8%,-5%,-8%,-5%
CCS(=O)(=O)c1ccc(O)c(NC(=O)Nc2ccccc2OC)c1,23%,-4%,46%[activator],1%,-27,3%,-1%,-4%,-17%
Cc1cc(-c2ccccc2)nc(N2CCC(C(=O)NC(C)C)CC2)n1,35%,-4%,10%,-8%,25,-5%,2%,-5%,-4%
COC(=O)[C@]1(C)N[C@H](CN(C)C(=O)Nc2ccc(C(F)(F)F)cc2)[C@@H]2C(=O)N(C)C(=O)[C@@H]21,x,1%,14%,-1%,x,x,x,-1%,-14%
CCCOc1ccc(C(=O)NC(C)C(=O)O)cc1 (stereo not given),-1%,14%,8%[58.9 µM],-10%,22,-8%,-2%,-12%,9%
CCS(=O)(=O)Nc1cccc(C(=O)O)c1,-1%,2%,u,-8%,-7,3%,0%,13%,7%
COc1ccc(N(C(=O)c2cccc(C)c2)S(=O)(=O)c2ccc(C)cc2)cc1,-11%,x,11%,i,-5,-6%,-9%,-1%,-18%
CCNC(=O)c1c(NC(C)=O)sc2c1CCCC2,15%,0%,3%,6%,-6,-5%,-2%,-3%,3%

# In the list so far, 2 contain a tert-butyl group.
SMILES,Pol beta inh,APEX1 inh,POLI inh,Tb PGK inh,RXFP1 antag,Anesthetic bind,BLM inh,POLK inh,POLH inh
CC(C)(C)C1CCc2c(C(=O)NNC(=O)/C=C/C(=O)O)csc2C1 (stereo not given),8%,1%,-3%,-3%,-4,u,-5%,-5%,-21%
CC(C)(C)c1ccc(-n2ncc3c2CCCC3NC(=O)C2=NNC(=O)CC2)cc1 (stereo not given),7%,12%,26%,5%,1,u,-6%,-3%,-8%

# Additional structures follow:
SMILES,Pol beta inh,APEX1 inh,POLI inh,Tb PGK inh,RXFP1 antag,Anesthetic bind,BLM inh,POLK inh,POLH inh
OC(CNCc1ccc(Cl)cc1)C(F)(F)F (stereo not given),30%,0%,27%,-4%,1,-10%,-3%,9%,-14%
O=C(Nc1ccc2c(c1)OCO2)c1cnccn1,8%,13%,118%[activator],-4%,5,-4%,-11%,-12%,-20%
COc1ccc(O)c(C(=O)c2cc(C#N)c(=O)n(-c3ccc(Cl)cc3)c2)c1,0%,-5%,34%,2%,3,-4%,-3%,3%,-19%
O=C(Nc1ccccc1C(=O)NCc1ccco1)c1ccco1,-18%,-2%,12%,-5%,13,-3%,-3%,-3%,8%
O=C(OCc1c(F)cccc1Cl)c1cnc2ccccc2n1,-12%,2%,37%[activator],0%,-6,-16%,-1%,-1%,3%
Cc1ccccc1OCCC(=O)Nc1ccc2c(C)cc(=O)oc2c1,u,2%,u,i,-8,12%,-4%,-29%,-7%
CSc1ccccc1NC(=O)CSc1nnnn1-c1ccccc1SC,-26%,-2%,10%,6%,7,3%,-7%,-13%,-11%
COc1ccccc1NC(=S)Nc1cccc2cnccc12,35%,9%,66%[activator],-7%,-18,-8%,-7%,-12%,14%
O=C(COC(=O)c1ncc(Cl)c(Cl)c1Cl)NC1CCS(=O)(=O)C1 (stereo not given),x,23%,55%[activator],0%,-1,x,x,-1%,-17%
O=C(O)c1cc(N/N=C/C=C/c2ccccc2)ccc1Cl,u,-4%,-9%,-5%,-5,-6%,0%,-10%,-13%
O=C(Nc1ccc(F)c(F)c1)c1cc(S(=O)(=O)NC2CCCCCC2)ccc1F,-6%,x,-19%,i,-28,u,-11%,-7%[60.1 µM],-19%
CC1CCN(S(=O)(=O)c2ccc3c(c2)c(=O)c(C(=O)NCc2ccco2)cn3C)CC1,31%,17%,18%,i,-9,2%,0%,-24%,-18%
CCc1cccc(C)c1NC(=O)C1=C(C(=O)O)CCCC1,3%,0%,3%,-2%,-11,-10%,2%,-9%,-2%
O=C(COc1ccc(Br)cc1F)N1CCN(c2ncccn2)CC1,40%[activator],13%,1%,-6%,-11,-6%,1%,-5%,-14%
COc1cc(/C=N/Nc2nc(C)cc(C)n2)ccc1OC(=O)c1ccco1,-1%,4%,9%,1%,1,-1%,0%,2%,-21%
O=S(=O)(c1ccc(F)cc1)N1CN(Cc2ccco2)c2nc3ccccc3nc21,-2%,9%,u,-10%,-11,2%,-12%,u,u
O=C(CSc1ncnc2ccccc12)Nc1ccc(N2CCOCC2)cc1,11%,0%,x,x,x,-11%,0%,x,x

# Bioassay records deposited in PubChem by National Center for Advancing Translational Sciences (NCATS).
